BLM helicase inh – qHTS Assay for Inhibitors of Bloom's syndrome helicase (BLM) | AID 2528, 2010 | 350,000 tested, 0.2% active | recombinant BLM DNA unwinding, fluorescence dequenching | RecQ-like DNA helicase BLM (Homo sapiens), P54132 | Potency, µM (titrated, usually from 56.1 µM), without a hit: at the highest dose activity change, negative = inhibition, actives largely listed as inhibitors;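 note: plate controls were vehicle for no effect and no enzyme for full effect; nearly all actives have a fitted effect of over 35% in size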
Target sequence (P54132 whole entry, looked up): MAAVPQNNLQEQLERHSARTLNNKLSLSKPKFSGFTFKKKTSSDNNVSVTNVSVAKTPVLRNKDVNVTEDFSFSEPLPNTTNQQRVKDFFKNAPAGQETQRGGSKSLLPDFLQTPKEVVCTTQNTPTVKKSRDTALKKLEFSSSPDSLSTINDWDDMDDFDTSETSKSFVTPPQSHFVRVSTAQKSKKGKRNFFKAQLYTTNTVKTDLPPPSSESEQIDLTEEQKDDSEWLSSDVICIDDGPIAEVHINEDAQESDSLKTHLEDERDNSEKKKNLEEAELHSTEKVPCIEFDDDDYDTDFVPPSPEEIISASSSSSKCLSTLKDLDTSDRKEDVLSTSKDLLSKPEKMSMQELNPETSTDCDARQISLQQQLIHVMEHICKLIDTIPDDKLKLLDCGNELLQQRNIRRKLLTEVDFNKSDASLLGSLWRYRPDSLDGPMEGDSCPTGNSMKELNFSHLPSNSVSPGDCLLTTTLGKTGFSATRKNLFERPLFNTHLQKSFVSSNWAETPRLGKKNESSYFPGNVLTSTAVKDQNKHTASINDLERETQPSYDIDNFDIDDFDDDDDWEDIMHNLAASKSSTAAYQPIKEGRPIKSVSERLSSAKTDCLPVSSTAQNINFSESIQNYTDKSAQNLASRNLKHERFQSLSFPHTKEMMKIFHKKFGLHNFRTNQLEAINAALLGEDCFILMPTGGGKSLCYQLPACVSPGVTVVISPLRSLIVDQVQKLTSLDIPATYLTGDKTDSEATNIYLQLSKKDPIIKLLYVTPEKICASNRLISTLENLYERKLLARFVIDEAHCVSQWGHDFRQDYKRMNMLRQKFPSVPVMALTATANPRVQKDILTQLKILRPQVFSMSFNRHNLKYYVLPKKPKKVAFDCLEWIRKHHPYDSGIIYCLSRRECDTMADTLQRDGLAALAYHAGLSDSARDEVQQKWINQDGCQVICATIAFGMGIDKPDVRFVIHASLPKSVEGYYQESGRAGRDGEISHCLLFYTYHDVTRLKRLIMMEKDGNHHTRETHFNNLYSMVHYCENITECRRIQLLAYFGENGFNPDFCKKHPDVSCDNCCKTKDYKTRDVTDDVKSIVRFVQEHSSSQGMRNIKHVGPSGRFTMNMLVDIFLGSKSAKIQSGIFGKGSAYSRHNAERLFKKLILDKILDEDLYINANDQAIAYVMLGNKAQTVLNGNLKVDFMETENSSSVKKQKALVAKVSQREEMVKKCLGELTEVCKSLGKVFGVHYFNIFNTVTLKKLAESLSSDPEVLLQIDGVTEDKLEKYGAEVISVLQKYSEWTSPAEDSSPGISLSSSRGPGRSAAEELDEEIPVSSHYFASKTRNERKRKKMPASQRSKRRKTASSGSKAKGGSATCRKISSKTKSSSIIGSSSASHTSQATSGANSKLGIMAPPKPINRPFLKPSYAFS
Pin1 inh – qHTS Assay to Find Inhibitors of Pin1 | Pin1 FP peptide displacement, HiFluor488, 10 min | 390,000 tested, 0.009% active | Peptidyl-prolyl cis-trans isomerase NIMA-interacting 1 (Homo sapiens), Q13526 | Potency, µM (doses to about 115 µM), without a hit: top-dose activity, negative = inhibition, usual class: inhibitors; active = well fitted inhibition curve with a large enough effect in the polarisation, with a control signal flat, not every such curve was filed as active; inconclusive = small, poorly fitted or top-dose-only effect, or effect the other way, or a change in a side signal; inactive = no such curve, though single readings can be large or run the other way; the % refers to the polarisation; note: % is set by controls: 0 for no effect and ±100 for the full control effect
JMJD2A Tudor inh – qHTS Assay for Inhibitors of JMJD2A-Tudor Domain. Lysine-specific demethylase 4A (Homo sapiens), O75164. AlphaScreen JMJD2A-Tudor / H3K4me3 peptide binding. Potency, µM (titrated, usually from 114 µM), for inactives: top-dose activity change, negative = inhibition, most hits filed as inhibitors. 390,000 tested, 4.4% active; note: % is set by controls: 0 for no effect and ±100 for the full control effect; nearly all actives have a fitted effect of over 50% in size
HP1b chromo inh – HTS for Inhibitors of HP1-beta Chromodomain Interactions with Methylated Histone Tails. Chromobox protein homolog 1 (Homo sapiens), P83916. AlphaScreen HP1-beta / biotin-H3K9me3 peptide binding. AID 540317, 2011. 390,000 tested, 0.56% active. Potency, µM (series often up to 114 µM), without a hit: at the top dose activity change, negative = inhibition, most hits filed as inhibitors; note: nearly all actives have a fitted effect of over 70% in size; inactives centre near 23
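AlphaScreen: HP1-beta (50 nM) preformed 30 min with biotin-H3(1-18)K9me3 peptide (50 nM) in PBS pH 7.4, 0.01% Tween-20. Compound added for 30 min at RT, then streptavidin donor/nickel chelate acceptor beads (10 ug/mL) for 30 min.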
GLS inhibitor – qHTS for Inhibitors of Glutaminase (GLS); GLS enzymatic activity, qHTS titration; 410,000 tested, 0.21% active; Glutaminase kidney isoform, mitochondrial (Homo sapiens), O94925; Potency, µM (series often up to 45.5 µM), for the others: at the top dose activity change, negative = inhibition, actives largely listed as inhibitors; note: % is set by controls: 0 for no effect and ±100 for the full control effect
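hKGA in 45 mM KH2PO4 (pH 8.2), 0.02% Tween-20 with compound, then 1mM L-Glutamine (stock as added) plus glutamate oxidase/HRP/Amplex red coupling mix. Fluorescence read initially and after 30 min at RT; signal change reflects glutamate formation.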
G9a block – qHTS Assay for Inhibitors of Histone Lysine Methyltransferase G9a; G9a H3K9 monomethylation, AlphaScreen, 2 h; 350,000 tested, 8.8% active; Potency, µM (top dose mostly 102 µM), for the others: top-dose activity, negative = inhibition, most hits filed as inhibitors; AID 504332, 2011; note: % is set by controls: 0 for no effect and ±100 for the full control effect; nearly all actives have a fitted effect of over 75% in size
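G9a (20 nM) preincubated 15 min RT with compounds, then 500 nM biotinylated H3K9 peptide and 20 uM SAM added; 2 h RT reaction. Monomethyl-H3K9 product detected by AlphaScreen with anti-H3K9me1 antibody, streptavidin donor and anti-rabbit IgG acceptor beads.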
PGK inhibitor – qHTS Assay to Find Inhibitors of Phosphoglycerate Kinase. Potency, µM (highest dose often 57.5 µM), for the others: at the highest dose activity change, negative = inhibition, most hits filed as inhibitors. PGK/GAPDH coupled, Kinase-Glo luminescence, 60 min. AID 602233, 2012. 380,000 tested, 0.043% active; note: % is set by controls: 0 for no effect and ±100 for the full control effect; nearly all actives have a fitted effect of over 60% in size
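Luminescent ATP detection (Kinase-Glo Plus) follows a 60-minute room-temperature incubation, with wells lacking PGK as controls. Buffer: 100 mM TEA (pH 7.6), 5 mM MgCl2, 0.01% Tween-20. Coupling enzyme GAPDH (100 nM final) supplies unstable 1,3-BPG in-well.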
Pol iota inh – qHTS for Inhibitors of Polymerase Iota. Pol iota fluorescent replication assay, 10 min. 390,000 tested, 1% active. Potency, µM (series often up to 115 µM), inactives show top-dose activity, negative = inhibition, most hits filed as inhibitors. AID 588590, 2011
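Pol iota at 10 nM preincubated 15 min with compounds at room temperature; reaction started with fluorescent substrate, 50 nM final. Fluorescence read kinetically at 0 and 10 min; buffer-only wells as negative control.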
BAZ2B block – qHTS Assay for Inhibitors of BAZ2B; Bromodomain adjacent to zinc finger domain protein 2B (Homo sapiens), Q9UIF8; AlphaScreen BAZ2B-H3K14Ac peptide displacement; Potency, µM (doses to about 114 µM), for inactives: top-dose activity change, negative = inhibition, most hits filed as inhibitors; 360,000 tested, 4.4% active; AID 504333, 2011; note: % is set by controls: 0 for no effect and ±100 for the full control effect; nearly all actives have a fitted effect of over 60% in size
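In this displacement format the biotinylated H3(5-23) peptide acetylated at Lys14 serves as ligand at 50 nM, with BAZ2B at 50 nM in PBS pH 7.4 containing 0.01% Tween-20. Donor and acceptor beads are 10 ug/mL final.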
The depositor's hits bear a star; i = inactive; ? = inconclusive; / = no result given; [ ] = remark or other dose. Unless noted, calls come from the whole dose curve; as a rule, active = well fitted curve in the direction sought with a large enough effect; inconclusive = small, poorly fitted or top-dose-only effect, or another doubt; inactive = no such curve, though single readings can be large; an effect the other way counts as inactive or inconclusive. Potency is the fitted concentration of half-maximal effect. An excerpt (hit frequency here may not be typical).

Molecule	HP1b chromo inh	BAZ2B block	JMJD2A Tudor inh	BLM helicase inh	Pin1 inh	G9a block	PGK inhibitor	Pol iota inh	GLS inhibitor
O=C(O)c1cccc(-c2ccccc2)c1O	29.4%	/	-12.4%	/	-6.8%	/	9.5%	23.1%	6.5%
O=S(=O)(Nc1ncnc2sc3c(c12)CCC3)c1cc(F)ccc1F	41.2%[activator]	-8.4%	3.7%	-6.8%	-1.9%	/	-9.4%	-3.4%	7.1%
O=C(/C(=C/c1ccncc1)n1ccnc1)c1ccc(Cl)cc1Cl	18.1%	-24.8%	?	-3.0%	0.1%	?	-11.3%	-11.6%	35.0%[activator]
COc1cc2nc(SCc3c(C)noc3C)n(CCC3=CCCCC3)c(=O)c2cc1OC	?	-20.6%	-21.6%	-3.3%	13.3%	9.8%[59 µM]	5.9%	?	-6.0%
COc1cccc(NC(=O)CCCN2C(=O)C3CC=CCC3C2=O)c1 (centres undefined)	41.1%[activator]	-8.9%	-13.7%	-5.5%	-4.3%	/	2.8%	29.2%	1.3%
Cc1ccc(C)c(OCCCNCc2ccccc2)c1	-19.5%	?	44.7µM*	1.7%	6.1%	?	-8.1%	-12.8%	1.2%
Cc1ccc(C(=O)Nc2cccc(S(=O)(=O)N3CCCCC3)c2)cc1S(=O)(=O)N1CCOCC1	12.2%	/	-1.0%	/	13.1%	/	0.1%	83.8%[activator]	0.2%
O=C(COc1ccc([N+](=O)[O-])cc1)Nc1ccccc1N1CCCC1	11.5%	-14.5%	?	-6.7%	-0.4%	5.7%	-0.4%	20.2%	6.0%
Cc1cc(C(F)(F)F)nc(SCC(=O)c2cccc([N+](=O)[O-])c2)n1	-2.1%	-37.5%	-21.8%	-2.6%	24.1%	-26.7%	-6.3%	7.5%	7.0%
COc1ccc(C(=O)OCc2cc(=O)n3nc(-c4cccs4)sc3n2)cc1	19.3%	-23.5%	-28.3%	-15.2%	?	14.3%[59 µM]	-9.6%	?	-4.6%
COc1ccc(OC)c(S(=O)(=O)NCc2cc(-c3ccccc3)no2)c1	40.7%[activator]	3.7%	-9.6%	-1.8%	-18.3%	/	-9.5%	18.3%	-14.3%
CCOCCCNC(=O)C1CCN(C(=O)c2cc3sccc3n2C)CC1	38.5%	4.2%	8.0%	-0.4%	-3.2%	6.3%[59 µM]	i	6.2%	-1.3%
NC(=O)NC(Cc1ccccc1)C(=O)O (centres undefined)	27.7%	0.7%	-11.2%	1.5%	-4.6%	1.3%[59 µM]	0.7%	15.8%	5.0%
CCC(=O)Nc1ccc(S(=O)(=O)Nc2cccc(C)c2)cc1OC	12.7%	6.7%	-24.4%	-4.3%	-3.4%	?	i	-5.5%	-19.0%
O=C(Nc1ccc(NC(=O)c2ccc(Cl)c(S(=O)(=O)N3CCOCC3)c2)cc1)c1ccccc1	23.6%	0.6%	-10.3%	-10.8%	7.0%	/	-9.7%	8.7%	-5.1%
CN1C(=O)/C(=C/c2cc3c(cc2Br)OCO3)NC1=S	38.6%	-16.2%	-4.9%	1.4%	14.8%	-32.6%	-8.5%	-20.8%	-5.7%
CCOC(=O)/C=C1\SCC(=O)N1Cc1nnc(-c2ccccc2Br)o1	30.0%	-12.1%	-28.8%[11.4 µM]	-9.8%	77.0%[activator]	10.7%[59 µM]	-12.2%	?	-8.0%
O=C(Oc1oc(-c2ccco2)nc1C=Nc1ccccc1)c1ccoc1	29.4%	-18.5%	-23.8%	-1.4%	-3.3%	7.08µM*	-4.2%[11.5 µM]	-14.5%	35.5%[activator]
CN1CCN(NC(=S)Nc2ccc(OC(F)F)cc2)CC1	31.9%[activator]	/	?	-6.8%	-3.7%	-3.8%	-2.2%	58.6%[activator]	-3.7%
CCN(CC)S(=O)(=O)c1cc(C(=O)Nc2cc(C)[nH]n2)ccc1Cl	38.4%[activator]	-12.1%	-4.3%	-2.5%	7.0%	-2.5%	-9.0%	10.2%	0.8%
COc1ccc(/C(C)=N/NC(=O)CNC(=O)/C=C\c2ccccc2OC)c(OC)c1	57.9%[activator]	-38.6%	16.3%	-2.2%	0.6%	1.7%	-0.2%	44.9%[activator]	2.2%
COc1ccc(OC)c(S(=O)(=O)N/N=C\c2c[nH]c3ccccc23)c1	21.2%	-26.1%	-25.0%	-6.8%	-11.3%	?	i	13.5%	-29.6%
Cc1ccc(C2(C)NC(=O)N(CC(=O)NCc3cccc(Cl)c3)C2=O)cc1 (centres undefined)	41.6%[activator]	-3.3%	-8.0%	-6.6%	-1.7%	22.3%	i	47.8%[activator]	-2.7%
CCOC(=O)N1CCN(S(=O)(=O)c2cc(Br)cnc2N)CC1	33.7%	4.6%	-14.7%	0.5%	2.7%	3.3%	-12.5%	-3.5%	1.1%
CC(C[N+](C)(C)C)OC(=O)C1(c2ccccc2)CCCC1 (centres undefined)	4.7%	-31.8%	-6.6%	-15.9%	1.5%	-39.1%[12.7 µM]	i	-6.5%	-2.8%
O=C(c1ccc(Cl)cc1Cl)N1CCN(c2ccccn2)CC1	52.0%[activator]	-9.1%	-3.5%	-6.9%	-9.9%	/	-6.0%	109.8%[activator]	-1.4%
CCn1c(=O)sc2cc(NS(=O)(=O)c3ccc(C)cc3)ccc21	7.7%	-7.8%	-18.8%	-2.3%	0.5%	2.4%[59 µM]	-4.4%	14.8%	0.0%
O=C(COC(=O)c1ccccc1Cc1ccccc1)NC1CCS(=O)(=O)C1 (centres undefined)	21.7%	11.0%	4.8%	-1.2%	0.1%	/	-6.8%	3.5%	2.3%
CCc1nc(SCC(=O)Nc2ccccc2OC)c2c(C)c(C)sc2n1	40.7%[activator]	13.5%	6.7%	-11.6%	10.0%	-2.7%	-8.7%	53.3%[activator]	-13.7%
C=CCNC(=S)NNC(=O)c1cccn(Cc2ccc(Cl)c(Cl)c2)c1=O	39.8%	3.8%	-17.2%	-7.3%	6.9%	-21.1%	-1.3%	-1.6%	-26.4%

3 entries from above, sorted by the value under HP1b chromo inh, high to low:
Molecule	HP1b chromo inh	BAZ2B block	JMJD2A Tudor inh	BLM helicase inh	Pin1 inh	G9a block	PGK inhibitor	Pol iota inh	GLS inhibitor
NC(=O)NC(Cc1ccccc1)C(=O)O (centres undefined)	27.7%	0.7%	-11.2%	1.5%	-4.6%	1.3%[59 µM]	0.7%	15.8%	5.0%
COc1ccc(C(=O)OCc2cc(=O)n3nc(-c4cccs4)sc3n2)cc1	19.3%	-23.5%	-28.3%	-15.2%	?	14.3%[59 µM]	-9.6%	?	-4.6%
Cc1ccc(C(=O)Nc2cccc(S(=O)(=O)N3CCCCC3)c2)cc1S(=O)(=O)N1CCOCC1	12.2%	/	-1.0%	/	13.1%	/	0.1%	83.8%[activator]	0.2%

(more compounds)
Molecule	HP1b chromo inh	BAZ2B block	JMJD2A Tudor inh	BLM helicase inh	Pin1 inh	G9a block	PGK inhibitor	Pol iota inh	GLS inhibitor
Cc1nccc(-c2cccc(NC(=O)c3ccccc3Cl)c2)n1	34.4%	-2.2%	-5.8%	-4.5%	5.8%	1.9%	-7.8%	?	0.6%
Cc1sc(NC(=O)CSc2nc(N)cc(N)n2)c(C#N)c1C	51.2%[activator]	-2.4%	-11.8%[11.4 µM]	-3.1%	1.3%	7.2%[12.7 µM]	-3.4%	18.3%	4.9%
N#CC(Cc1cccc(CC(C#N)(c2ccccc2)c2ccccc2)c1)(c1ccccc1)c1ccccc1	38.3%	-1.0%	-7.6%	-4.9%	6.9%	/	-2.3%	3.9%	5.9%
CC12CC(NC(=O)N1c1cccc(C(=O)Nc3ncn[nH]3)c1)c1ccccc1O2 (centres undefined)	27.5%	-35.9%	-19.8%	-0.4%	4.3%	-32.5%[59 µM]	9.5%	22.5%	-6.6%
COc1ccc(-c2[nH]ncc2/C=C(/C#N)C(=O)NC2CCCCC2)cc1	35.4%	?	-7.6%	-1.0%	4.1%	-10.8%	i	-0.9%	-0.1%
CCc1ccc(NC(=O)CSc2nc3ccccc3c(=O)n2CCNC(C)=O)cc1	29.5%	2.8%	-13.3%	0.0%	1.3%	3.8%[59 µM]	-8.5%	21.9%	1.3%
CC(NS(=O)(=O)c1ccc(Cl)cc1)C(=O)NCc1ccco1 (centres undefined)	1.0%	?	-32.0%	-17.0%	-16.6%	?	-10.8%	70.8µM*	-2.1%
Nc1ccccc1SC1CC(=O)N(c2ccc(Cl)c(Cl)c2)C1=O (centres undefined)	17.5%	-4.0%	-16.2%	-2.3%	0.3%	6.9%	-6.4%	-29.9%	-0.7%
O=C(CC1C(=O)NCCN1CCCc1ccccc1)NCCc1ccccc1F (centres undefined)	18.1%	-5.4%	-34.0%	-0.6%	2.4%	?	-4.4%	-6.3%	-0.4%
CN1CCN(C(=O)c2cc(C(C)(C)C)cc(C(C)(C)C)c2)CC1	29.9%	1.7%	-15.4%	-9.2%	1.4%	-22.3%	-10.4%	14.6%	4.1%
COc1ccc(-n2c(-c3ccc(F)cc3)cn3c4c(=O)n(C)c(=O)n(C)c4nc23)cc1	26.5%	-15.2%	-3.7%	-3.0%	-4.7%	0.0%[59 µM]	5.4%	21.8%	-2.6%
CCn1c(=N)n(CC(=O)C23CC4CC(CC(C4)C2)C3)c2ccccc21	-10.6%	?	-28.9%	-8.9%	-7.9%	-1.6%[12.7 µM]	-0.3%	-11.6%	0.4%
